# Cneo AK release = causes C. neoformans cell lysis; AID 651654; 360,000 compounds, 0.2% hits; adenylate kinase release luminescence, 4 h; normalised: neutral wells 0, clomiphene wells 100; lysis activity, % at 15 µM;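 active means mean lysis activity across replicates of at least 80%, whatever share of replicates individually reach that level; inactive means mean lysis activity below 80%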
#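 Signal: Adenylate kinase release luminescence | Assay system: Log-phase Cryptococcus neoformans yeast cells | Input: Cells at 5 × 10^6 per mL | Buffer or medium: Fresh YPD growth medium | Compound: Single dose | Schedule: Static 4 h at 37 °C with compound, 1 h detection | Controls: Clomiphene | Read-out: Luminescence rise reflecting yeast cell lysis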
# PGC1a acetyl inh = lowers PGC1a acetylation signal in U2OS cells. inhibition, % at 15.6 µM. 350,000 compounds, 0.17% hits. AID 651687. AlphaScreen anti-acetyl-lysine; with virally co-expressed GCN5 acetyltransferase;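 active means every replicate shows inhibition of at least 40%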;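 further: 0% = neutral control wells and 100% = positive control wells; some results beyond the cut were filed as inactive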
# XiGFP reactiv = X-chromosome reactivation activator; XiGFP mouse fibroblasts, % GFP-positive cells imaging, 3 d; cells co-treated with 5-aza-dC sensitizer; scaled so ellipticine positive control = 100%; activation, % at 7.58 µM; 360,000 compounds, 0.055% hits; AID 743238;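 active means mean normalized replicate activation at least 10% and every replicate at or above 10%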;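 further: 0% = median of on-plate neutral control wells and 100% = ellipticine 6 µM median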
#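 Material: XiGFP fibroblasts, SV40-immortalized; Buffer or medium: DMEM containing 5-aza-dC; Compound dosing: single point; Times: 3 days compound exposure.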
# Statin myotox sup = protects C2C12 myotubes from simvastatin toxicity; ATP luminescence, 48 h; scaled: DMSO 0, geranylgeraniol control 100; rescue of ATP level, % at 7.49 µM; 330,000 compounds, 0.78% hits;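 active means mean ATP rescue above about 67%, or every replicate alone reaching that limit, limit read from the data, passing the limit was not always enough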;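 further: myotubes were challenged with 10 µM simvastatin during compound exposure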
# SIRT5 inh = blocks human SIRT5 desuccinylation of peptide | Purified SirT5, succinyl-peptide AMC, trypsin-coupled fluorescence | inhibition, % at 15 µM | 330,000 compounds, 1.1% hits; in the data active means inhibition above about 15%
# ERAP1 inh = ERAP1 (human) enzyme inhibition. recombinant ERAP1, Leu-AMC fluorescence, 60 min. inhibition, % at 10.7 µM. 340,000 compounds, 0.15% hits. AID 652197;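 active means mean replicate inhibition of at least 30%, or all replicates individually reaching that 30% level; inactive means mean below 30% and not every replicate reaching it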;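 further: 0% = neutral control wells and 100% = L-leucinethiol positive control wells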
# Target sequence (Q9NZ08 whole entry, looked up): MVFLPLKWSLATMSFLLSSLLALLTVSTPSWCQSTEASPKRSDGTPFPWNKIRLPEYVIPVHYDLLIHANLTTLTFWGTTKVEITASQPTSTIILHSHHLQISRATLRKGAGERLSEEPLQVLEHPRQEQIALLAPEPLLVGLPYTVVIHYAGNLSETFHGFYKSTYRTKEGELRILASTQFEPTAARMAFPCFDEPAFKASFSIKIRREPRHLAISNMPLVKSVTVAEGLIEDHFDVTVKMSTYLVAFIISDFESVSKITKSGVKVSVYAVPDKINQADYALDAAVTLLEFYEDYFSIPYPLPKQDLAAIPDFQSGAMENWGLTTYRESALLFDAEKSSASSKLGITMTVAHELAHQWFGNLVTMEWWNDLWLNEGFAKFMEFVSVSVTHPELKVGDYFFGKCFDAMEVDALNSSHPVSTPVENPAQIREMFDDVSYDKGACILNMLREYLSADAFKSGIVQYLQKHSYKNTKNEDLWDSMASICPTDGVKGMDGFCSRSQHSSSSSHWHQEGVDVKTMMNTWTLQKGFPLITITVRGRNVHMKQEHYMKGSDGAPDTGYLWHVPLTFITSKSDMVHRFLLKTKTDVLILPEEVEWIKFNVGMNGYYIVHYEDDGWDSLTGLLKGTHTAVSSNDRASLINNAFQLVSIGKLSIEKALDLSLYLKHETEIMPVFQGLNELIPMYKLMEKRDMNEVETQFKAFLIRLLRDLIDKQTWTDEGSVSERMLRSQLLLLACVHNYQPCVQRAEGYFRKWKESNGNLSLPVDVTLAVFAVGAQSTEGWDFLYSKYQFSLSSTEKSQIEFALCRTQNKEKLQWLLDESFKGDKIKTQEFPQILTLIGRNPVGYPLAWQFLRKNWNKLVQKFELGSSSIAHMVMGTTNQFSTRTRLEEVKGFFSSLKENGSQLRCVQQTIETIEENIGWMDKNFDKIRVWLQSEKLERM
# S100A4 MyoIIA = inhibitors of human S100A4 binding to myosin IIA peptide; P26447; S100A4/TAMRA-MyoIIA peptide fluorescence polarization; inhibition, % at 10.7 µM; 360,000 compounds, 0.14% hits; AID 652163;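 active means mean inhibition of at least 70% across replicates, with every replicate also reaching that level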
# Target sequence (P26447 whole entry, looked up): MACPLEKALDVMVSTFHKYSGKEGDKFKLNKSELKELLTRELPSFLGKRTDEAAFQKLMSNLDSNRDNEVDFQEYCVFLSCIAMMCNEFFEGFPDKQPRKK
#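 Assay system: human S100A4 monomer with TAMRA-labelled myosin IIA peptide / Buffer or medium: Calcium-containing HEPES buffer, pH 7.2 / Reagent: TAMRA-labelled myosin IIA heavy-chain peptide probe, 5 nM / Compound: one dose per compound / Timing: polarization read 5 min after assay mix addition, stable 5–60 min / Benchmarks: neutral control DMSO, positive control TFP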
# LGR2 inh = inhibitors of bursicon-induced Drosophila LGR2 receptor cAMP signaling; HEK293 LGR2, CRE-luciferase, bursicon-stimulated, 4 h; inhibition, % at 9.99 µM; 380,000 compounds, 0.35% hits;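 active means drop in luminescence signal, shown as inhibition above about 50% in the replicate tests, limit read from the data, passing the limit was not always enough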;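 further: agonist challenge used bursicon conditioned medium at about half maximal strength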
# * marks the source's active call; other numbers are inactive results; nt = not tested or not shown. The list is partial. The share of hits here may be higher or lower than overall.
SMILES,Cneo AK release,PGC1a acetyl inh,XiGFP reactiv,Statin myotox sup,SIRT5 inh,ERAP1 inh,S100A4 MyoIIA,LGR2 inh
CCCCn1c(/C=C/c2ccco2)nc2ccccc21,nt,8,0.0,nt,6,-2,-10,8
Cc1n(Cc2ccccc2)c2cc([N+](=O)[O-])ccc2[n+]1Cc1ccccc1,3,9,0.0,-1,-3,-3,2,5
C=Cn1cc[n+](CC(=O)c2cc(C(C)(C)C)c(O)c(C(C)(C)C)c2)c1,-1,4,0.1,-74,1,1,4,2
CCC(=O)N(C)C[C@H]1Oc2ncc(C3=CCCC3)cc2C(=O)N([C@H](C)CO)C[C@@H]1C,1,0,-0.8,-1,-5,0,4,1
COc1cc(C(=S)N2CCOCC2)cc(OC)c1OC(=O)c1cccc(C)c1,-2,nt,0.0,-10,-1,1,0,12
O=C(C[C@H]1CC[C@@H](NC(=O)C2CC2)[C@@H](CO)O1)NCC1CC1,-2,-2,-0.3,5,-6,-1,4,7
COCCSc1ccccc1C(=O)N1CCN(c2ccccc2OC)CC1,nt,-10,0.3,nt,-2,1,19,11
Cc1cc(O)c(C(=O)/C=C/c2c(F)c(F)c(F)c(F)c2F)c(=O)o1,-1,nt,-0.1,-5,-2,0,-21,-26
O=C(c1ccc(Cl)c(S(=O)(=O)N2CCOCC2)c1)N1CCCCC1,nt,3,0.0,nt,0,-4,1,0
C/C(=N\NC(=O)COc1ccc(C)cc1[N+](=O)[O-])c1ccc2c(c1)OCCO2,-5,nt,-0.1,-2,-3,-1,1,0
C[C@@H]1CN([C@@H](C)CO)C(=O)c2cc(NS(=O)(=O)c3ccc(Cl)cc3)ccc2O[C@@H]1CN(C)S(=O)(=O)c1cn(C)cn1,3,4,0.5,-31,1,3,-52,8
CCSc1ccc([C@@H]2[C@@H]3C(=O)N(C)C(=O)[C@@H]3[C@]3(C(=O)OC)CCCCN23)cc1,0,8,0.4,25,-5,0,-9,nt
COc1ccccc1C(=O)COC(=O)C1CCN(S(=O)(=O)c2ccccc2)CC1,6,9,0.1,-3,nt,0,1,-2
CN(CCc1ccccn1)C(=S)Nc1cccc(S(=O)(=O)N(C)C)c1,-1,nt,0.2,-9,-3,2,-7,7
Cc1ccccc1-c1ncc(CN2CCN(C3CCCCC3)C(CCO)C2)cn1 (configuration not stated),nt,-1,-0.1,4,-2,-1,-1,6
CCC(=O)N1[C@H](CO)[C@H](c2ccc(C3=CCCC3)cc2)[C@@H]1CNC(=O)CN(C)C,1,7,0.2,-13,nt,nt,nt,-2
O=C(CSc1nnnn1-c1ccccc1)NCC1(N2CCOCC2)CCCCC1,-2,11,0.1,-6,0,-8,-2,-2
CN(C[C@H]1[C@H](c2ccccc2)[C@@H](CO)N1Cc1ccccn1)S(C)(=O)=O,-2,1,-0.1,-5,-4,nt,nt,7
C[C@@H]1CN([C@H](C)CO)C(=O)c2cc(-c3cccc(C#N)c3)cnc2O[C@H]1CN(C)Cc1ccccc1,-8,4,-0.8,31,3,1,-3,6
Nc1ccc2c(S(=O)(=O)O)cccc2c1S(=O)(=O)O,3,10,1.9,102*,nt,2,3,1
O=C(NCc1ccco1)c1cc(-c2ccc3c(c2)OCO3)on1,0,13,nt,4,nt,nt,nt,-22
Cc1ccc(NC(=O)Cn2cnc3cc([N+](=O)[O-])ccc3c2=O)c(Cl)c1,nt,5,1.5,nt,-3,0,4,36
COc1ccc(OC)c(CN2CCC(C(=O)N3CCN(c4ccccc4F)CC3)CC2)c1,0,-8,0.0,-5,1,-2,1,10
C[C@@H]1CN([C@@H](C)CO)C(=O)c2cccc(NC(=O)c3nc4ccccc4s3)c2O[C@@H]1CN(C)Cc1ccc(C(=O)O)cc1,-2,4,-0.1,nt,-4,1,14,-11
C[C@H](CO)N1C[C@H](C)[C@H](CN(C)C(=O)[C@@H]2CCCN2C)OCc2ccccc2-c2c(n(C)c3ccccc23)C1=O,-3,2,0.1,-33,-1,1,6,11
COc1ccc2cc(Br)ccc2c1CC(=O)N(C)C,-1,-5,-1.0,5,0,1,0,18
COCCN(C(=O)c1ccc(NC2CC2)c([N+](=O)[O-])c1)c1c(N)n(CC(C)C)c(=O)[nH]c1=O,2,-1,0.2,2,-3,0,3,-21
CCO[C@H]1OC(C(=O)N2CCCCCCC2)=C[C@@H](c2ccccc2)[C@@H]1CCCO,1,nt,-0.6,-18,nt,-6,-1,-3
COc1cc(OC)cc(C(=O)Nc2cccc3nc(C)ccc23)c1,-1,nt,0.0,1,-4,0,-2,4
COc1cc(C2C3=C(COC3=O)Oc3cc4c(cc32)OCO4)ccc1OC(C)=O (configuration not stated),nt,30,0.3,nt,1,-1,-3,-10

# Some of these compounds in order of formula weight, lowest first:
SMILES,Cneo AK release,PGC1a acetyl inh,XiGFP reactiv,Statin myotox sup,SIRT5 inh,ERAP1 inh,S100A4 MyoIIA,LGR2 inh
O=C(C[C@H]1CC[C@@H](NC(=O)C2CC2)[C@@H](CO)O1)NCC1CC1,-2,-2,-0.3,5,-6,-1,4,7
Cc1ccc(NC(=O)Cn2cnc3cc([N+](=O)[O-])ccc3c2=O)c(Cl)c1,nt,5,1.5,nt,-3,0,4,36
COCCN(C(=O)c1ccc(NC2CC2)c([N+](=O)[O-])c1)c1c(N)n(CC(C)C)c(=O)[nH]c1=O,2,-1,0.2,2,-3,0,3,-21

# (list continues)
SMILES,Cneo AK release,PGC1a acetyl inh,XiGFP reactiv,Statin myotox sup,SIRT5 inh,ERAP1 inh,S100A4 MyoIIA,LGR2 inh
C[C@@H]1CN([C@H](C)CO)C(=O)c2cc(NS(C)(=O)=O)ccc2O[C@@H](C)CCCCO[C@H]1CN(C)C(=O)Nc1ccc(F)cc1,-1,-10,-0.1,nt,-3,-1,-10,14
C[C@@H]1CN([C@@H](C)CO)C(=O)c2cc(N(C)C)ccc2O[C@@H]1CN(C)Cc1ccccc1,-5,7,-1.1,4,1,0,-10,3
CCn1cc(S(=O)(=O)Nc2cc(C(=O)OC)ccc2C)cn1,-1,nt,0.0,5,-4,1,-3,-15
S=C(NCCc1ccccc1)NCc1cccc(Cl)c1,19,nt,nt,5,-2,-5,-3,-19
CCCCCCCCC(=O)NNC(=O)c1c(O)c2ccccc2n(CC)c1=O,nt,4,-0.1,nt,-5,4,1,nt
Cc1ccc(S(=O)(=O)NC(=O)C2(C)CCN2C(=O)CC2CCCC2)cc1 (configuration not stated),3,-2,0.0,3,nt,6,7,34
COC(=O)NC(NC(=S)Nc1ccccc1OC)C(Cl)(Cl)Cl (configuration not stated),1,3,-0.1,nt,-2,-6,-2,-2
O=C(NCCc1ccccc1)c1ccccc1NC(=O)C1CC=CCC1C(=O)O (configuration not stated),nt,nt,0.0,nt,-1,0,-1,5
COC(=O)c1ccccc1NC(=O)CN1CCC(NC(=O)c2ccc(C)cc2)CC1,1,-4,nt,-1,-1,-3,-3,4
COc1ccc(Br)c(C(=O)Nc2cccc(S(=O)(=O)N3CCOCC3)c2)c1,-3,-1,0.3,-1,-2,-3,-3,3

# Molecules listed so far that contain a Cl atom (five):
SMILES,Cneo AK release,PGC1a acetyl inh,XiGFP reactiv,Statin myotox sup,SIRT5 inh,ERAP1 inh,S100A4 MyoIIA,LGR2 inh
O=C(c1ccc(Cl)c(S(=O)(=O)N2CCOCC2)c1)N1CCCCC1,nt,3,0.0,nt,0,-4,1,0
C[C@@H]1CN([C@@H](C)CO)C(=O)c2cc(NS(=O)(=O)c3ccc(Cl)cc3)ccc2O[C@@H]1CN(C)S(=O)(=O)c1cn(C)cn1,3,4,0.5,-31,1,3,-52,8
Cc1ccc(NC(=O)Cn2cnc3cc([N+](=O)[O-])ccc3c2=O)c(Cl)c1,nt,5,1.5,nt,-3,0,4,36
S=C(NCCc1ccccc1)NCc1cccc(Cl)c1,19,nt,nt,5,-2,-5,-3,-19
COC(=O)NC(NC(=S)Nc1ccccc1OC)C(Cl)(Cl)Cl (configuration not stated),1,3,-0.1,nt,-2,-6,-2,-2

# The main list resumes, starting four compounds before the break.
SMILES,Cneo AK release,PGC1a acetyl inh,XiGFP reactiv,Statin myotox sup,SIRT5 inh,ERAP1 inh,S100A4 MyoIIA,LGR2 inh
COC(=O)NC(NC(=S)Nc1ccccc1OC)C(Cl)(Cl)Cl (configuration not stated),1,3,-0.1,nt,-2,-6,-2,-2
O=C(NCCc1ccccc1)c1ccccc1NC(=O)C1CC=CCC1C(=O)O (configuration not stated),nt,nt,0.0,nt,-1,0,-1,5
COC(=O)c1ccccc1NC(=O)CN1CCC(NC(=O)c2ccc(C)cc2)CC1,1,-4,nt,-1,-1,-3,-3,4
COc1ccc(Br)c(C(=O)Nc2cccc(S(=O)(=O)N3CCOCC3)c2)c1,-3,-1,0.3,-1,-2,-3,-3,3
O=C(N/C(=C\c1ccccc1)C(=O)N1CCOCC1)c1cccc(Br)c1,2,-5,0.2,nt,-3,1,-3,-13
Cc1ccc2nc(NC(=O)C3CCCN(S(=O)(=O)c4cnc[nH]4)C3)sc2c1 (configuration not stated),-2,-5,0.1,-8,nt,nt,-6,-63
C[C@@H]1CCCCO[C@H](CN(C)Cc2ccccc2)[C@@H](C)CN([C@@H](C)CO)C(=O)c2cc(NC(=O)CCCN(C)C)ccc2O1,32,-2,0.0,13,-2,0,7,7
COc1ccc(NS(=O)(=O)c2cc(S(C)(=O)=O)ccc2C)cc1,nt,nt,0.2,nt,2,-10,-4,10
Cc1ccnc(NC(=O)c2ccc3c(c2)NC(=O)C(C)S3)c1 (configuration not stated),-7,-15,0.0,-10,-2,-2,0,48
O=S(=O)(c1ccc2c(c1)OCCO2)N1C[C@@H]2C[C@H]1CN2S(=O)(=O)c1c(F)cccc1F,-2,nt,0.1,1,nt,3,2,-1
COC(=O)C1=C(C)N(Cc2ccccc2)C(=NCc2ccccc2)N[C@H]1c1ccccc1,21,-2,0.0,-27,nt,1,6,25
COc1ccc(C2=NN(C(=O)CSc3ncccn3)C(c3cccc(OC)c3OC)C2)cc1 (configuration not stated),nt,-8,0.4,nt,10,0,2,0
CC(C)CC#Cc1cnc2c(c1)C(=O)N([C@H](C)CO)C[C@@H](C)[C@@H](CN(C)C(=O)Nc1ccccc1F)O2,-2,6,-0.5,-1,-5,0,11,-13
CCCC(=O)Nc1ccc(C(=O)Nc2cccc(OC)c2)cc1,nt,nt,0.0,nt,-4,0,44,-6

# Screening data (PubChem BioAssay)
